Compound activity (PubChem BioAssay)
Rin1-Abl PPI inh = inhibitors of Rin1-Abl protein binding, primary screen, biochemical, TR-FRET. inhibition, % at 7.35 µM. hit rate 0.4% among 360,000. AID 588664, 2011. Tyrosine-protein kinase ABL1 (Homo sapiens) + Ras and Rab interactor 1 (Homo sapiens), …; in the data active = inhibition above about 5%, passing the limit was not always enough
MsrA act = bovine MsrA enzyme activators, primary screen, biochemical, absorbance, HTS. Methionine sulfoxide reductase A (Bos taurus). purified bovine MsrA, absorbance read-out. activation, % at 10.6 µM. hit rate 0.3% among 360,000. AID 602163, 2012; in the data active = activation above about 7.5%;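 note: 0% = vehicle and 100% = reference activator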
Tb MetRS inh = T. brucei MetRS inhibitors, primary screen, biochemical, luminescence | purified T. brucei MetRS, ATP depletion, Kinase-Glo luminescence | hit rate 0.4% among 360,000 | inhibition, % at 11.9 µM;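 active = inhibition above a per-plate cutoff of the control wells' mean inhibition plus 3 SD, cut at about 5.5% in these data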;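 note: 0% = DMSO wells median and 100% = median of wells with control inhibitor compound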
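Dosing: 11.9 µM compound single dose, 0.9% DMSO; Assay system: purified T. brucei MetRS enzyme; Measured by: Kinase-Glo luciferase luminescence reporting remaining unconsumed ATP; Schedule: 15 min plus 2 h at 25 °C.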
CSN inh = inhibitors of CSN-mediated cullin deneddylation, primary screen, biochemical, fluorescence polarization, uHTS. Purified CSN, SCF-Nedd8-OG deneddylation. inhibition, % at 12.5 µM. hit rate 0.38% among 360,000;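 active = pattern-corrected inhibition above about 35%, with an unprinted fluorescence ratio check between 0.5 and 1.5, limit read from the data, passing the limit was not always enough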;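 note: 0% = enzyme with substrate and 100% = substrate without enzyme; some results filed as inactive read as strong as hits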
Target sequence (Q92905 whole entry, looked up, one chain of several): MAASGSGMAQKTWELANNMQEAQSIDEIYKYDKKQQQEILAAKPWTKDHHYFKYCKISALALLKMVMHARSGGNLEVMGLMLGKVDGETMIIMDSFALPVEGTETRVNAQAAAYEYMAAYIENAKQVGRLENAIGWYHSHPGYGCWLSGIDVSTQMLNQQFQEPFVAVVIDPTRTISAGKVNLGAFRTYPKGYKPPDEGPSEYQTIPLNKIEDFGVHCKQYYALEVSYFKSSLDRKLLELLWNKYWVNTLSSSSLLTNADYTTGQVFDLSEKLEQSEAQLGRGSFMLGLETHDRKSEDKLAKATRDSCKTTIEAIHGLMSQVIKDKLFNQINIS
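Detection – fluorescence polarization · System – HEK293T-derived human Csn5 enzyme · Controls – substrate-only high control, full reaction low control · Timing – 90 min, room temperature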
E coli Lon inh = inhibitors of E. coli Lon protease, primary screen, biochemical, fluorescence polarization | inhibition, % at 7.94 µM | AID 602123, 2011 | P0A9M0 | purified E. coli Lon protease | hit rate 0.42% among 360,000; in the data active = inhibition above about 13%, passing the limit was not always enough;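 note: 0% = enzyme with probe and DMSO and 100% = no enzyme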
FAS TE block = FAS thioesterase domain inhibitors, primary screen, biochemical, fluorescence intensity, uHTS | Fatty acid synthase (Homo sapiens), P49327 | inhibition, % at 15 µM | AID 602261, 2012 | hit rate 0.67% among 360,000 | recombinant FAS-TE, OMFH fluorogenic substrate, fluorescence endpoint;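 active = compounds whose normalised, plate-corrected inhibition of enzyme fluorescence in the single-dose primary screen is 50% or more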;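 note: 0% = DMSO with enzyme and 100% = substrate without enzyme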
MsrA inh = bovine MsrA enzyme inhibitors, primary screen, biochemical, absorbance, HTS. inhibition, % at 15.5 µM. purified bovine MsrA, absorbance read-out. hit rate 0.75% among 360,000. Methionine sulfoxide reductase A (Bos taurus); in the data active = inhibition above about 4.5%;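 note: 0% = vehicle wells with enzyme and 100% = reference inhibitor wells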
Neddyl block = inhibitors of cullin neddylation, primary screen, biochemical, TR-FRET, uHTS, NAE and Ubc12; calls only at 25 µM; AID 651699, 2012; NEDD8-conjugating enzyme Ubc12 (Homo sapiens) + NEDD8-activating enzyme E1 regulatory …; hit rate 0.58% among 360,000; in the data active = inhibition above about 36%
Target sequence (P61081 whole entry, looked up): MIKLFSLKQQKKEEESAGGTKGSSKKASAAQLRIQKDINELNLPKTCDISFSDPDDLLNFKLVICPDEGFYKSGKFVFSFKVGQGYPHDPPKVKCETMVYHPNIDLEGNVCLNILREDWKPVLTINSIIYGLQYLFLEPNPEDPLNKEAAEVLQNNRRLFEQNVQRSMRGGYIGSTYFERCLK
Target sequence (Q13564 whole entry, looked up): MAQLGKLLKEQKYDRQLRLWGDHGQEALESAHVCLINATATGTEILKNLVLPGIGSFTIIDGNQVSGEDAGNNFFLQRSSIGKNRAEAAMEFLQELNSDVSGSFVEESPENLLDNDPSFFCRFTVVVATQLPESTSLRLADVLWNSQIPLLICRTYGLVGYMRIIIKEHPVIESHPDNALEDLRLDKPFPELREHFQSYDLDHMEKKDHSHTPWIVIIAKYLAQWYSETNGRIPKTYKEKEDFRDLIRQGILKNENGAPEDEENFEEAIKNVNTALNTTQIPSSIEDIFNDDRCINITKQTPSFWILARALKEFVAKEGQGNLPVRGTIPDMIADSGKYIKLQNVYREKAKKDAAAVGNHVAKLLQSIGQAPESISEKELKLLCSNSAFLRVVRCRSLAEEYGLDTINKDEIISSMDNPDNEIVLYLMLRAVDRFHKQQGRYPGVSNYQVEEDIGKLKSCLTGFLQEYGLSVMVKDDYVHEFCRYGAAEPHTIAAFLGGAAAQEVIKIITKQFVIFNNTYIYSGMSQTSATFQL
MLLE-PAM2 inh = inhibitors of PABP1 MLLE–PAM2 peptide binding, primary screen, biochemical, fluorescence polarization, FITC-PAM2, GST-MLLE; hit rate 0.36% among 360,000; inhibition, % at 20 µM; AID 588489, 2011; in the data active = inhibition above about 35%, passing the limit was not always enough;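 note: plate controls were DMSO wells with GST-MLLE for no effect and wells lacking GST-MLLE protein for full effect; some results filed as inactive read as strong as hits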
An asterisk follows results filed as active; i = inactive; . = not tested or not shown; + = active, no number.

SMILES	Rin1-Abl PPI inh	MsrA act	Tb MetRS inh	CSN inh	E coli Lon inh	FAS TE block	MsrA inh	Neddyl block	MLLE-PAM2 inh
COc1ccccc1N1CCN(C(=O)CCNS(=O)(=O)c2cc(Br)cnc2N)CC1	3.0	-12.9	-1.5	-2.8	0.2	-4.4	1.6	i	15.3
Cc1[nH]nc(C(F)(F)F)c1N=NN1CCOCC1	3.7	-3.2	-0.1	-3.4	-4.9	-8.4	0.0	i	5.3
CC(C)(C)N(C(=O)Cn1nnc(-c2ccc(F)cc2)n1)C(C(=O)NC1CCCC1)c1ccncc1 (configuration not stated)	2.1	-2.2	-0.5	4.4	-9.2	-60.8	0.4	i	-5.0
Cc1ccc(CNc2nc(C)nc3sc4c(c23)CCC4)cc1	-3.0	-5.0	-1.1	3.4	-5.5	19.8	-0.6	i	-6.7
Cc1ccc(OCc2nnc(SCC(=O)N3C(C)CCCC3C)o2)cc1 (configuration not stated)	-0.3	-0.5	0.5	6.0	-9.8	3.3	-0.3	i	-1.1
CC(C)c1cc(C(=O)OCC(=O)N2CCN(C(=O)c3ccco3)CC2)c(O)c(C(C)C)c1	-1.2	-3.2	-0.2	5.6	6.2	9.4	0.9	+	0.5
Cn1c(/C=C/c2ccccc2[N+](=O)[O-])nc2ccccc2c1=O	0.7	-8.5	-0.9	-2.4	6.1	2.3	1.2	i	-5.3
CCOc1cccc2cc(C(C)=O)oc12	-1.0	-0.9	-0.6	2.0	-3.6	1.0	0.7	i	2.2
O=C(Nc1ccc2c(c1)OCO2)Nc1ccccc1F	-1.2	-3.2	0.4	0.7	-11.8	3.0	1.1	i	-5.5
C#CCN(C[C@@H]1[C@@H](OC(=O)NCCCCCC)[C@@H](OC(=O)NCCCCCC)Cn2c(=O)ccc(=O)n21)S(=O)(=O)c1ccc(C)cc1	-0.9	-1.6	-0.7	6.0	-8.3	7.5	2.0	i	10.6
CCCCN1C(=O)C(CC(=O)NC2CCCCC2)CC(C(=O)N(C(C)C)C(C)C)=C1C (configuration not stated)	1.4	-0.9	-0.6	2.8	0.7	-7.2	0.4	i	-5.0
O=C(O)C1C(=O)NCC1c1ccccc1 (configuration not stated)	0.1	-2.8	0.1	-4.5	5.1	-5.0	-0.6	i	-2.1
Cc1ccc(C(=O)COC(=O)c2cccc(O)c2)s1	-0.1	-7.0	-0.5	0.3	1.9	-2.7	-1.1	i	-4.0
CC1(Cc2ccc(Cl)cc2)C(=O)Nc2ccc(-c3ccc(F)c(Cl)c3)cc21 (configuration not stated)	-0.4	-5.9	-0.4	1.9	-3.4	23.3	1.1	i	12.6
Cc1cc(C)cc(N(CCC#N)C(=O)COC(=O)CN2C(=O)NC(C)(C)C2=O)c1	0.2	-1.5	-0.3	3.5	-16.6	-5.5	-0.8	i	-11.2
CCOC(=O)NC(=S)Nc1ccc(C(C)(C)C)cc1	3.9	-1.9	0.1	0.1	6.8	20.0	0.0	i	10.1
CCOC(=O)c1c(-c2ccc(C)cc2)csc1NC(=O)/C(C#N)=C/c1ccc(O)c(OC)c1	6.0	-6.0	-0.5	42.2*	-125.3	-4.6	2.4	i	-147.0
O=C1Nc2cc(C(=O)N3CCOCC3)ccc2S/C1=C\c1ccccc1	-3.2	-5.3	-0.3	3.1	9.1	-1.8	2.0	i	21.1
COc1ccc(NS(=O)(=O)c2ccc(F)c(F)c2F)cc1S(=O)(=O)N1CCOCC1	-2.2	-2.8	0.0	-3.5	-10.5	-12.2	0.2	i	-15.7
Cc1ccc(CN(C)C(=O)c2cccc(S(=O)(=O)N3CCc4ccccc43)c2)cc1	3.4	-9.8	-0.4	-1.1	-6.5	18.4	-0.2	i	-14.2
O=C1CCc2cc(NS(=O)(=O)c3ccc(F)cc3)cc3c2N1CCC3	2.1	-1.3	-0.5	-0.9	-13.2	-6.5	0.6	i	-1.5
O=S(=O)(NCc1cccs1)NCc1ccccc1F	1.5	-2.3	0.1	-1.1	-1.4	1.0	0.6	i	-10.6
Cc1ccc[n+](CC(=O)c2ccc(NC(=O)c3ccccc3)cc2)c1	1.0	-3.5	1.8	-5.0	9.7	-8.5	-0.1	i	-1.5
C/C(=N\NS(=O)(=O)c1ccc(C)c([N+](=O)[O-])c1)c1cccs1	-3.5	-0.8	0.0	4.7	-4.8	5.6	1.4	i	19.5
O=C(CN1CCCCC1)Nc1cc(Cl)ccc1Oc1ccccc1	0.5	-2.2	-0.1	0.9	2.0	22.9	-0.6	i	-8.9
CCCn1c(CCNc2nc(-c3cccc(Br)c3)cs2)nc2ccccc21	-0.7	-0.9	0.7	2.5	-3.0	13.1	1.3	i	-13.2
Cc1ccc(CN2CCN(Cc3cnc(N(C)C)s3)CC2CCO)o1 (configuration not stated)	-2.8	-5.7	-0.6	-0.2	-20.1	-5.8	-0.1	i	-6.1
COc1ccc(-c2nc3cc(C)c(Br)c(C)n3c2Cc2ccccc2C(F)(F)F)cc1OC	.	-0.2	-0.2	1.0	-8.4	7.6	0.1	i	.
CCOC(=O)c1cnc(-c2ccccc2)nc1C(F)(F)F	1.8	-1.3	0.7	-1.0	-6.4	16.2	0.2	i	-6.6
CC(C)COC(=O)C(C#N)c1nc2ccccc2nc1N1CCN(Cc2ccc3c(c2)OCO3)CC1 (configuration not stated)	0.6	-4.9	-0.2	3.2	-10.9	23.4	1.3	i	-6.3
CC(=O)Nc1ccc(N2CCCCC2)cc1	4.5	-6.7	-1.6	-0.6	-3.6	-12.4	-0.5	i	-9.9
Cc1nc(C)c(CCNC(=O)c2ccccc2)s1	-1.8	-6.1	-0.9	-3.2	-1.9	-13.4	-0.4	i	15.4
CSCCC(NC(=O)c1ccco1)C(=O)N1CCC(C(N)=O)CC1 (configuration not stated)	-0.3	-1.0	-0.4	-5.0	-0.8	-7.7	-0.8	i	-1.4
CC1CC[C@@]2(OC1)O[C@H]1CC3[C@@H]4C[C@@H](O)[C@@]5(O)C[C@@H](O)[C@H](O)C[C@]5(C)[C@H]4CC[C@]3(C)[C@H]1[C@@H]2C (some centres not stated)	1.4	-6.0	-0.7	-1.8	-2.6	-5.4	-1.7	i	-5.4
CCCCN1C(=O)CCC(C(=O)O)C1c1ccc([N+](=O)[O-])cc1 (configuration not stated)	1.9	-4.0	-0.4	2.9	-4.2	-6.3	-0.3	i	-0.8
Cc1cc(NC(=O)CSc2ccc(-c3ccccc3)nn2)no1	0.8	-4.9	-1.6	-0.2	-0.2	-2.7	0.5	i	3.3

Compounds listed so far that contain a cyano group, in the order listed:
SMILES	Rin1-Abl PPI inh	MsrA act	Tb MetRS inh	CSN inh	E coli Lon inh	FAS TE block	MsrA inh	Neddyl block	MLLE-PAM2 inh
Cc1cc(C)cc(N(CCC#N)C(=O)COC(=O)CN2C(=O)NC(C)(C)C2=O)c1	0.2	-1.5	-0.3	3.5	-16.6	-5.5	-0.8	i	-11.2
CCOC(=O)c1c(-c2ccc(C)cc2)csc1NC(=O)/C(C#N)=C/c1ccc(O)c(OC)c1	6.0	-6.0	-0.5	42.2*	-125.3	-4.6	2.4	i	-147.0
CC(C)COC(=O)C(C#N)c1nc2ccccc2nc1N1CCN(Cc2ccc3c(c2)OCO3)CC1 (configuration not stated)	0.6	-4.9	-0.2	3.2	-10.9	23.4	1.3	i	-6.3

(listing goes on)
SMILES	Rin1-Abl PPI inh	MsrA act	Tb MetRS inh	CSN inh	E coli Lon inh	FAS TE block	MsrA inh	Neddyl block	MLLE-PAM2 inh
CCN(CC)S(=O)(=O)c1ccc(NC(=O)c2cc(=O)[nH]c3ccccc23)cc1	-3.0	1.2	-0.2	-2.5	2.3	-1.8	0.6	i	1.6
Cc1ccc(NC(=O)c2ccc(OC(=O)COc3cccc(Cl)c3)cc2)cc1	0.0	-3.1	-0.1	0.6	-10.7	-6.1	-0.2	i	8.0
CNC(=O)c1ccc(N(Cc2ccccc2C)S(C)(=O)=O)cc1	0.1	-5.0	-0.5	-1.1	-8.8	-6.9	0.9	i	1.0
O=S(=O)(c1ccc(Oc2ccc(Cl)cc2)c(S(=O)(=O)N2CCCCC2)c1)N1CCCCC1	-3.1	-4.8	-1.5	-5.2	-1.7	32.7	-0.8	i	-5.4
COc1ccc(CN2CCN(S(=O)(=O)c3ccccc3)CC2)cc1Br	-0.1	-1.3	0.2	-2.0	-6.0	29.6	-0.1	i	1.5
O=C1NC(=O)c2cc(Oc3ccc([N+](=O)[O-])cc3)ccc21	-2.1	-1.3	2.4	-1.2	9.2	3.0	1.8	i	7.8
O=C(CCN1C(=O)S/C(=C\c2ccc(F)cc2)C1=O)Nc1ccc(C(=O)O)c(O)c1	-1.5	-13.8	-0.8	3.4	-5.8	3.2	3.6	i	6.1
C[C@@H]1CCCCO[C@H](CN(C)C(=O)Nc2ccc(C(F)(F)F)cc2)[C@@H](C)CN([C@H](C)CO)C(=O)c2cc(NC(=O)Nc3ccc4c(c3)OCO4)ccc2O1	4.2	-9.3	-0.1	1.2	-7.3	1.9	-0.1	i	-9.5
Cc1ccc(-n2c(N)c(C(=O)Nc3c(C)n(C)n(-c4ccccc4)c3=O)c3nc4ccccc4nc32)cc1	1.0	-0.1	0.5	11.2	-3.8	25.1	-1.4	i	8.4
Cc1ccc2nc(CCl)[n+]([O-])c(-c3ccccc3)c2c1	-0.3	-5.3	-0.2	-4.5	-8.0	-8.7	-0.2	i	12.7
Cc1sc2ncn(CC(=O)NCCCC(=O)N3CCC(C)CC3)c(=O)c2c1C	5.8	-1.3	-0.1	-3.1	3.2	-0.1	-0.3	i	-4.8
COc1ccc(OC)c(CN2C(=O)c3ccccc3C2C(=O)NCC2CCCO2)c1 (configuration not stated)	-2.3	0.3	-0.3	-1.2	4.2	-5.6	0.6	i	13.0
C=CCNC(=O)C(C)N1c2cccc3cccc(c23)S1(=O)=O (configuration not stated)	-1.7	-2.1	-1.1	-0.8	2.4	-3.5	0.2	i	0.3
COC(=O)c1ccccc1NC(=O)CSc1nc2c(c(=O)[nH]1)CCC2	0.4	-1.6	0.0	-2.4	-3.8	-6.5	-0.3	i	-21.5
CC(C)Oc1ccc(CN2CCC2(C)C(=O)NCc2cccc3ccccc23)cc1 (configuration not stated)	-4.0	-6.6	-0.5	0.9	0.9	21.7	1.1	i	-22.0
CCN(c1ccc(NC(=O)COC(=O)c2ccc([N+](=O)[O-])o2)cc1)C(C)C	1.5	1.0	-0.3	3.9	2.8	-2.6	-0.4	i	1.8
CNS(=O)(=O)c1cccc(C(=O)OCC(=O)Nc2ccc(Cl)cc2F)c1	2.1	-3.9	-0.3	2.2	2.8	-1.0	0.6	i	5.0
CCOc1ccc(C(=O)Nc2cccc(SC)c2)cc1	3.2	-12.2	-1.8	-2.1	-1.1	6.7	0.9	i	0.5
Cc1ccc(S(=O)(=O)NCC2CCC(C(=O)NCc3cccs3)CC2)cc1 (configuration not stated)	0.0	-3.8	0.4	-3.8	-0.9	-3.6	0.0	i	-20.9
COC(=O)c1c(C)c(C)nc(N)c1C#N	1.7	-2.8	-0.6	-2.9	-4.5	-3.0	1.2	.	-2.8

Rows were taken by chance. About 4% of those tested had a hit in this group.
